PG9 binder = PG9 antibody binding by small molecule; inhibition, % at 6.7 µM; AID 624416; 0.43% of 360,000 active; TR-FRET gp120-PG9 antibody binding; in the data active = inhibition above about 8.5%
ADAM17 inh = inhibits human ADAM17; 0.83% of 370,000 active; recombinant ADAM17, EDANS/DABCYL FRET peptide cleavage; inhibition, % at 6.95 µM; AID 720648; P78536;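 active = inhibition above the mean of compounds lying between control limits plus 3 SD, set per campaign, cut at about 8.5% in these data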;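 note: 0% = DMSO-only wells as the low control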
DAX1 inh-1 = DAX1 (NR0B1) inhibition, primary screen; 1.1% of 370,000 active; inhibition, % at 6.8 µM; HEK293T StAR-luciferase reporter, SF-1/DAX-1 repression relief; AID 652010;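 active = inhibition above the mean over all tested compounds plus 3 SD, cut at about 3.6% in these data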;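 note: 0% = DAX-1 cells with DMSO and 100% = cells lacking DAX-1 with DMSO; higher inhibition means more luminescence from relief of DAX-1 repression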
DAX1 inh-2 = inhibits human nuclear receptor DAX1 | HEK293 Gal4-DAX1 luciferase reporter, luminescence | AID 504766 | 0.99% of 340,000 active | inhibition, % at 6.75 µM;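 active = inhibition above the mean over all tested compounds plus 3 SD, cut at about 4.2% in these data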;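 note: 0% = DAX1-transfected cells with DMSO and 100% = empty-vector control cells with DMSO; inhibition shows as a rise in luminescence from relieved DAX1 repression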
SMARCA2 activ = activators of SMARCA2 function. MG213 cells, MMTV-luciferase reporter, dexamethasone, overnight. activation, % at 9.1 µM. 1% of 370,000 active; in the data active = activation above about 7.8%;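 note: 0% = vehicle wells and 100% = reference activator wells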
ADAM10 inh = inhibitors of human ADAM10; O14672; recombinant ADAM10, EDANS/DABCYL FRET peptide cleavage, 3 h; inhibition, % at 7 µM; 0.62% of 370,000 active; AID 720582;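 active = inhibition above a per-campaign cutoff equal to the mean of compounds falling between control-based bounds plus 3 SD, cut at about 20% in these data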;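 note: 0% = DMSO wells while the 100% control is not disclosed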
GC-A act = GC-A (human) enzyme activation; P16066; HEK293 GC-A cells, cGMP TR-FRET, EC30 ANP; 0% at EC30 ANP, 100% saturating ANP; activation, % at 10 µM; 0.14% of 370,000 active; AID 1671463; in the data active = activation above about 40%
Target sequence (P16066 whole entry, looked up): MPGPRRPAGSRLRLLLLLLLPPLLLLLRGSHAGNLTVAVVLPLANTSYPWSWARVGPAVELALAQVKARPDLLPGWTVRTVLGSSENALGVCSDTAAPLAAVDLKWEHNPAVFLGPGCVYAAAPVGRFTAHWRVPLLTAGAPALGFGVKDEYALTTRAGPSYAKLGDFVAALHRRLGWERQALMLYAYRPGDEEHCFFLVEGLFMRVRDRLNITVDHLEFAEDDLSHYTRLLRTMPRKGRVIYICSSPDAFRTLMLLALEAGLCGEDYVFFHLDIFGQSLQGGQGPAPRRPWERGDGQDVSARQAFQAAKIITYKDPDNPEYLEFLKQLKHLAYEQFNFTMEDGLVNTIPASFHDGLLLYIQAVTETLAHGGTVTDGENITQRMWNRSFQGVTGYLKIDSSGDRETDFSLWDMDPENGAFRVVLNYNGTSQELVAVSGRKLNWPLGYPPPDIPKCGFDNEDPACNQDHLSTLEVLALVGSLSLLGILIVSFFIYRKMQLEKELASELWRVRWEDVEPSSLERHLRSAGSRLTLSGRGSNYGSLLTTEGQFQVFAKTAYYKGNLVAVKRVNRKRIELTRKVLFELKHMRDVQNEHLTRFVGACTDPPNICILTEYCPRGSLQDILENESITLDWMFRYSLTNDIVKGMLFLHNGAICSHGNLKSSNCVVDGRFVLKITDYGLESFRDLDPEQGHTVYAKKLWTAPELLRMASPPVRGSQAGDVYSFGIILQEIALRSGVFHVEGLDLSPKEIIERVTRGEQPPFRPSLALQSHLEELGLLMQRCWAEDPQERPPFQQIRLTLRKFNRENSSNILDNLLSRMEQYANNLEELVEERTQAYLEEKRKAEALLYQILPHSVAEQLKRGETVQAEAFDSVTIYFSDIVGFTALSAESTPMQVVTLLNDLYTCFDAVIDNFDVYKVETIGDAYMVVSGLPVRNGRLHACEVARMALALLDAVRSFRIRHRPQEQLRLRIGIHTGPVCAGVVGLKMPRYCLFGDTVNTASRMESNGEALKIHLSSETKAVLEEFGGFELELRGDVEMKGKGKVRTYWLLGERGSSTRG
FXN GAA850 act = activators of GAA850 frataxin (FXN) promoter; HEK293 lucGAA850 FXN promoter luciferase reporter, 24 h; percent of 10 µM SAHA response; activation, % at 6 µM; 0.56% of 360,000 active;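 active = activation above the average of all compounds screened plus 3 SD, cutoff fixed separately per campaign, cut at about 7.5% in these data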;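 note: 0% = DMSO wells and 100% = 10 µM SAHA wells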
ssDAF-12 act = S. stercoralis DAF-12 activation, primary screen; HEK293 ssDAF-12/GRIP1 lit1-tk-luc reporter, luminescence; % of 3 µM dafachronic acid response; activation, % at 6.8 µM; 1% of 370,000 active;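 active = activation above the mean over all tested compounds plus 3 SD, cut at about 0.9% in these data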;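 note: 0% = DMSO-only wells and 100% = 3 µM delta7-dafachronic acid wells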
hcDAF-12 act = activates DAF-12 receptor from parasite H. contortus; HEK293 hcDAF-12 lit1-tk-luc reporter, luminescence; 0% DMSO, 100% Δ7-dafachronic acid; activation, % at 6.8 µM; 1.4% of 370,000 active;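 active = activation above the mean of all tested compounds plus 3 SD, cut at about 5.5% in these data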;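 note: 100% = response to 3 µM Δ7-dafachronic acid high control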
hgDAF12 agonist = activates the H. glycines DAF-12 receptor ligand-binding domain. HEK293 GAL4-hgDAF12 UAS-luciferase reporter, agonist luminescence; normalized to butyrate control. activation, % at 6.8 µM. 1.8% of 370,000 active;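 active = activation above a cutoff set at the mean of all screened compounds plus 3 SD, cut at about 10% in these data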;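 note: 0% = DMSO wells and 100% = sodium butyrate wells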
Numbers without * were called inactive; i = inactive; / = not tested or not shown. The list is partial (hit frequency here may not be typical).

item	SMILES	FXN GAA850 act	PG9 binder	ssDAF-12 act	GC-A act	DAX1 inh-2	hgDAF12 agonist	ADAM17 inh	SMARCA2 activ	DAX1 inh-1	ADAM10 inh	hcDAF-12 act
1	Cc1nn(-c2ccccc2)c(Cl)c1C1C(C#N)=C(N)Oc2c1c(=O)oc1ccccc21 (configuration not stated)	1.7	0.8	-0.9	-16	0.2	-0.8	-3	-1	0.5	4	-0.2
2	C[C@]12CCC3C(CC[C@H]4C[C@@H](O)CC[C@]34C)[C@H]1CC[C@H]2O (some centres not stated)	2.4	-0.1	-0.2	-1	1.0	1.1	2	0	-0.7	-4	0.9
3	O=C(N/N=C/c1c(O)n(-c2ccccc2)c(=S)[nH]c1=O)c1ccccc1	5.0	-2.5	-0.7	-1	/	4.8	-2	5	1.3	-3	3.6
4	O=C(NCCN1CCC2(CC1)C(=O)NCN2c1ccccc1)c1ccc(F)c(F)c1	/	-2.4	-1.0	-4	/	-1.5	-6	-3	2.4	-8	0.2
5	Cc1nn(CCC#N)c2c1P(=S)(N1CCCC1)OC(c1ccc(F)cc1)=N2 (configuration not stated)	-0.3	0.8	-0.8	-3	-0.7	0.4	-1	-2	-0.2	4	-1.6
6	COc1ccccc1OCC(=O)Nc1ccc(Cl)cc1C(=O)c1ccccc1	0.8	-0.7	-1.3	-10	2.5	1.5	0	6	-0.9	3	-0.9
7	COC1C(C)OC(OC2CC(C)(O)Cc3cc4c(c(O)c32)C(=O)c2c(O)cc3c(c2C4=O)OC2OC3(C)C(O)C(N(C)C)C2O)C(OC)C1(C)OC (configuration not stated)	-8.2	-5.7	-1.3	0	0.3	-4.8	-9	-1	-5.0	-39	-2.3
8	CCOC(=O)C(O)(c1ccc(NC(=O)c2ccco2)c(OC)c1)C(F)(F)F (configuration not stated)	1.6	0.7	-1.7	1	0.2	-1.7	-1	-1	0.3	1	-1.5
9	COc1ccc(C2C=C(C)Oc3c2c(=O)oc2ccccc32)cc1OC (configuration not stated)	-1.2	0.2	-0.7	6	0.6	0.6	1	-3	-0.8	-1	-1.7
10	CC(C)CN(CC(C)C)c1ccc(C=C2C(=O)NC(=S)NC2=O)cc1[N+](=O)[O-]	4.9	-0.1	-1.9	-3	-1.1	-2.3	1	-2	-0.2	0	-2.4
11	O=C(O)c1[nH]c(=O)[nH]c(=O)c1F	-0.9	-2.1	-1.7	3	1.3	-0.2	-6	-1	0.3	0	-0.8
12	Cc1ccc(C(C)C)c(OCC(=O)N2CCN(CC(=O)N3CCOCC3)CC2)c1	-0.7	-0.9	-1.1	2	-0.2	0.8	2	0	-0.2	3	-0.2
13	C/C(=N\N1CCN(C)CC1)c1c(O)[nH]c(=O)[nH]c1=O	4.1	-1.3	-0.8	-5	0.1	-2.5	0	-3	-0.1	-4	-2.7
14	CCOC(=O)c1c(N)n(CCCOC(=O)c2ccco2)c2nc3ccccc3nc12	1.2	2.1	-1.4	0	-1.4	-2.4	i	1	-0.9	i	-1.8
15	COc1ccc(N2C(=O)NC(=O)/C(=C/c3ccc(N4CCOCC4)cc3)C2=O)cc1	/	-2.2	-1.6	11	/	-0.1	-1	-3	2.0	2	-1.9
16	CSc1ccccc1C(=O)C1CCCN(Cc2ccn[nH]2)C1 (configuration not stated)	0.9	1.0	-1.1	16	-0.6	-1.4	-6	-4	-1.0	1	-1.0
17	Oc1ccc2c3c1OC1c4[nH]c5ccccc5c4C[C@@]4(O)C(C2)N(CC2CC2)CC[C@]314 (some centres not stated)	-0.9	-1.6	-0.1	-11	0.0	0.0	-2	-2	1.2	-13	1.1
18	CCOCCCNC(=O)C1c2cc(OC)c(OC)cc2C(=O)N2CCCCC12 (configuration not stated)	1.5	-0.5	-0.6	2	1.9	2.9	-6	-2	0.1	-10	-1.1
19	CCn1cc(C(=O)N2CCCCC2)c2ccccc21	-1.7	-0.1	-1.3	-5	1.2	-2.4	-1	2	0.1	3	3.1
20	CCNC(=O)NC(=O)C(C)OC(=O)c1c(C)nn(Cc2ccccc2)c1Cl (configuration not stated)	2.0	-0.5	-1.5	-1	6.3*	-0.9	-1	-1	-0.2	3	-0.7
21	Cn1c(=O)c2c(nc(N/N=C/c3c(O)n(-c4ccccc4)c(=S)[nH]c3=O)n2C)n(C)c1=O	0.8	-11	-1.1	-7	0.4	-0.2	-3	1	-0.5	-9	2.3
22	CCN1C(=O)CC(c2cccnc2)=Nc2ccccc21	-0.5	1.3	-1.0	0	1.8	0.6	0	-3	-0.9	-3	-0.6
23	CC(=O)c1c(O)n(-c2cccc(Cl)c2)c(=O)[nH]c1=O (tested in a mixture with another compound)	1.3	0.6	-1.3	3	2.4	-2.0	-4	-4	-0.1	-11	-1.0
24	COc1ccc2c(c1)[C@@]13CCCCC1[C@@H](C2)NCC3 (some centres not stated)	/	-0.5	-1.1	2	/	4.7	0	1	-0.7	-7	-0.1
25	COc1ccc(OC(=O)N(C)C[C@H]2OCc3cnnn3CCCC(=O)N([C@H](C)CO)C[C@@H]2C)cc1	-0.9	-0.9	0.0	1	0.4	-2.6	-6	-5	0.0	-14	-0.3
26	C[C@]12CCC(=O)C=C1C=CC1C2CC[C@@]2(C)C1CC[C@@H]2O (some centres not stated)	3.3	-1.9	-1.2	0	0.1	-2.2	-2	-3	-0.1	-13	-2.8
27	CCN1CCN(c2cc(=O)n3ccccc3n2)CC1	0.1	0.8	-0.2	8	1.4	1.6	-3	-1	0.3	-3	0.8
28	COC(=O)C1=C(c2cc3ccccc3s2)C[C@@H]2CC[C@H]1N2C(=O)N1CCC(C)CC1	-1.5	-2.9	-2.1	-3	-1.5	-4.2	2	0	-0.9	15	-1.7
29	C[C@]12CCC3C(CCC4=C/C(=N/OCC(=O)NC(CCC(N)=O)C(=O)O)CC[C@@]43C)C1CCC2O (some centres not stated)	0.1	-2.0	-1.1	0	0.0	0.2	-5	-1	0.6	-4	1.0
30	CCCCC(CC)COCCCN=Cc1c(O)[nH]c(=S)[nH]c1=O (configuration not stated)	-2.8	-2.6	-1.8	-8	/	3.1	-2	-3	-0.8	-1	-1.1
31	COc1cc2c(cc1OC)C13CCN4CC5=CCOC6CC(=O)N2C1C6C5CC43 (configuration not stated) (tested in a mixture with another compound)	0.8	-2.5	-0.8	1	1.2	0.8	2	-1	1.0	-17	-1.3
32	Cc1cc(/C=C2/C(=O)NC(=O)N(Cc3ccco3)C2=O)c(C)n1-c1ccccc1O	1.7	-0.8	-0.3	-14	-0.4	-4.3	-1	-2	-0.1	-2	0.7
33	O=c1c2ccccc2nc(-c2ccc(Cl)cc2Cl)n1-c1nccs1	1.8	-2.7	-1.4	-6	-2.1	-0.2	2	-3	-0.9	6	-0.8
34	O=C1CC(=O)N(c2ccccc2F)C(=O)N1	4.5	1.2	-1.2	0	0.5	1.5	-3	-2	0.0	-6	1.9
35	Cc1ccc(S(=O)(=O)NC(CC(=O)N2CCC3(CC2)OCCO3)c2ccco2)cc1 (configuration not stated)	2.0	-0.5	-1.2	2	-0.6	-0.9	5	-1	-0.1	5	-1.2
36	CCCc1nnc(NC(=O)CCC(=O)N2CCN(CCOC(c3ccccc3)c3ccccc3)CC2)s1	1.5	-1.6	-1.2	-2	-1.0	-3.0	1	-2	-0.4	4	-1.9
37	CNC(=O)OCCc1nccn1C	-1.7	0.4	-1.0	-4	-0.5	-3.5	-6	-1	-0.2	-13	-2.3
38	CCCCCP(=O)(O)c1ccccc1	1.0	-0.7	-1.3	5	0.3	3.4	-6	-1	-0.3	-7	0.8
39	Cn1c(O)c(C(=Nc2ccccc2)SCc2ccc(Cl)cc2)c(=O)n(C)c1=O	0.8	-1.9	-1.2	-3	0.5	-0.3	-1	2	-0.1	8	1.6
40	COc1cc(C(c2c(O)c3ccccc3oc2=O)c2c(C)n(C)n(-c3ccccc3)c2=O)ccc1O (configuration not stated)	1.2	-0.3	-0.1	1	0.7	2.0	-3	0	-0.2	6	-0.6
41	COc1cccc(/C=C2\N=C(c3cncc(Br)c3)OC2=O)c1	-2.7	-0.3	-0.5	-10	1.7	3.4	-5	0	-0.3	-6	-1.7
42	COc1ccc2[nH]cc(CCNCc3cccnc3)c2c1	1.9	0.9	-1.0	-2	0.5	0.9	-4	0	0.3	-2	-1.7
43	CC(Cc1ccccc1)NC(=O)NC(C)Cc1ccccc1 (configuration not stated)	3.9	1.6	-0.2	9	1.3	13*	-1	4	1.7	3	1.7
44	CC(=O)Nc1ccccc1C(=O)OCC(=O)c1cccc2ccccc12	4.5	0.6	-1.5	-38	-1.1	0.6	1	-4	-0.5	0	-2.0
45	O=C(Cc1ccccc1)OCC(=O)c1ccccc1	1.1	-2.1	-0.8	7	1.3	0.7	1	6	0.6	2	0.5
46	CN1C(=O)CN=C(c2ccc[nH]2)c2cc(Cl)ccc21 (tested in a mixture with another compound)	-3.3	3.9	-1.1	25	2.8	-2.7	-2	-3	-1.0	1	0.2
47	O=C(CCNC(=O)N1C[C@H]2C[C@@H](C1)c1cccc(=O)n1C2)Nc1cccc(Cl)c1	-0.9	-0.4	-0.6	0	2.3	-2.1	-1	0	1.9	-6	-0.1
48	CCCN1CCC[C@@H]2Cc3[nH]ncc3C[C@H]21	-0.8	-3.0	-1.1	-2	0.2	2.1	4	-1	2.2	4	-2.5
49	Cc1ccc2cccc(OC(=O)N3CCCC3)c2n1	-1.6	4.1	-1.1	-3	-0.5	-0.2	-3	-4	-0.1	-2	-0.6
50	CCCCn1c(=O)c(C(=O)Nc2ccsc2C(=O)OC)c(O)c2ccccc21	2.0	0.1	0.3	-18	-0.4	2.7	0	-1	0.6	-6	7.2*
51	Cc1c(CC(=O)N2C[C@H]3C[C@@H](C2)c2cccc(=O)n2C3)c(=O)oc2cc(O)c(Cl)cc12	0.9	2.8	-1.1	6	3.3	-3.4	i	0	1.3	i	2.2
